RTF Ca sens inh = cardiac RTF calcium desensitization; 340,000 tested, 0.12% active; IANBD-labeled cardiac RTF, Ca2+ fluorescence; inhibition, % at 7.15 µM; P19429+P45379;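 active = inhibition above the mean inhibition of all tested compounds plus 3 SD, cut at about 17% in these data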;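 note: assay run at fixed EC70 calcium of 1.6 mM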
Keap1-Nrf2 PPI = Keap1-Nrf2 (human) interaction inhibition. Q14145. Keap1 Kelch-Nrf2 peptide fluorescence polarization, 1536-well. inhibition, % at 9.4 µM. 340,000 tested, 0.15% active; in the data active = inhibition above about 12%;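 note: human Keap1 Kelch domain with fluorescein labeled Nrf2 9mer peptide probe; 0% = neutral control wells and 100% = peptide positive control; higher means more block of Keap1 binding to Nrf2 peptide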
CDK5 p35 inh = inhibitors of human CDK5/p35 kinase; inhibition, % at 10 µM; AID 488839; 330,000 tested, 0.01% active; Recombinant CDK5/p35, ADP-Glo luminescence, 60 min; Q00535+Q15078;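 active = highest replicate inhibition of at least 50% and at least 75% of replicates reaching 50%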;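 note: plate controls were DMSO neutral control for no effect and GW8510 at 10 µM for full effect; many of its hits are not listed in these tables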
C-LANA FP = KSHV C-LANA DNA binding inhibition | 340,000 tested, 0.078% active | inhibition, % at 9 µM | MBP-C-LANA/FAM-LBS DNA binding, fluorescence polarization | AID 504423;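 active = highest replicate inhibition at or above 60% at 9 µM, even if other replicates fall short; inactive = all replicates below 60% inhibition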;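 note: 0% = neutral control wells and 100% = 4 µM acridine orange control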
NSD2 inh = inhibitors of human histone methyltransferase NSD2; inhibition, % at 12.5 µM; O96028; 310,000 tested, 0.54% active; NSD2 peptide methylation, AlphaScreen, 120 min; in the data active = inhibition above about 50%
PfHsp90 set2 = inhibits growth of yeast expressing Plasmodium falciparum Hsp90 | S. cerevisiae expressing PfHsp90, BacTiter-Glo ATP, 48 h; yeast lacking PDR1 and PDR3 efflux regulators | inhibition, % at 9.4 µM | 310,000 tested, 0.32% active | AID 504621;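 active = every replicate shows inhibition above about 80%, whatever the replicate mean, limit read from the data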;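 note: 0% = DMSO neutral controls and 100% = 20 µM radicicol positive controls; yeast relying on Plasmodium falciparum Hsp90 in place of its own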
dFosB activator = enhances mouse delta FosB homodimer DNA binding | activation, % at 25 µM | purified delta FosB, TAMRA-CDK5 oligo fluorescence polarization; percent of positive-control signal above neutral wells | 340,000 tested, 0.99% active | P13346;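 active = mean activation above about 17%, with every replicate also reaching it, limit read from the data, passing the limit was not always enough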;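 note: fluorescence polarization rise as delta FosB binds a TAMRA Cdk5 AP-1 oligo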
Rtt109 Vps75 = blocks Candida albicans Rtt109/Vps75 acetyltransferase activity; Q5AAJ8; purified Rtt109/Vps75, ThioGlo CoA-SH fluorescence, 4 h; inhibition, % at 34.9 µM; 330,000 tested, 0.16% active;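 active = inhibition of at least 50% in every replicate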
SUMO Mot1 rescue = inhibitors of SUMOylation pathway: yeast Mot1-301 growth rescue | growth rescue, % at 18.8 µM | S. cerevisiae Mot1-301 growth rescue, ATP luminescence, 38.5C; percent above DMSO median, 100 means doubled | 320,000 tested, 1% active;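 active = every valid replicate shows activation above 250% relative to neutral control wells; inactive = the rest, any valid replicate at or below 250%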;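 note: OY570 slx delta 5 strain wells were the positive control but not used for scaling; some compounds called inactive have numbers as strong as hits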
PvdQ inh = P. aeruginosa PvdQ acylase inhibition; purified PvdQ acylase, fluorescence plate reader; inhibition, % at 10 µM; 340,000 tested, 0.063% active; AID 488965; in the data active = inhibition above about 30%, passing the limit was not always enough;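 note: 0% = vehicle neutral wells and 100% = reference inhibitor wells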
RTF Ca sens act = increases calcium sensitivity of human cardiac regulated thin filaments; AID 493008; P19429+P45379; activation, % at 7.2 µM; 340,000 tested, 0.24% active; IANBD-labeled TnC RTF fluorescence at EC20 calcium; 0% EC20 calcium, 100% full calcium;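 active = activation above the mean over all tested compounds plus 3 SD, cut at about 30% in these data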;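 note: rise in fluorescence read as greater calcium sensitivity of cardiac thin filaments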
The depositor's hits bear a star; x = not tested or not shown.

SMILES	RTF Ca sens inh	Keap1-Nrf2 PPI	CDK5 p35 inh	C-LANA FP	NSD2 inh	PfHsp90 set2	dFosB activator	Rtt109 Vps75	SUMO Mot1 rescue	PvdQ inh	RTF Ca sens act
COc1cc(OC)c(C2C(C(=O)Nc3ccccc3)=C(C)Nc3ncnn32)cc1OC (centres undefined)	-3.4	-7.6	-1.4	-0.2	-0.3	-9.9	0.4	6.4	-16.4	3.4	5.4
CCC(CO)Oc1cc(NC(=O)c2ccccc2)c2ncn(C(C)C)c2c1 (centres undefined)	-15.3	0.1	0.3	4.9	x	7.6	-10.3	-10.9	8.3	-4.9	1.6
Nc1cc([N+](=O)[O-])ccc1Nc1ccccc1	6.9	-4.3	0.4	-0.8	9.9	12.8	-3.1	16.9	7.9	2.1	-7.5
O=C(C1=C(O)C(=O)N(Cc2ccccc2)C1c1ccco1)c1ccco1 (centres undefined)	-1.0	-0.7	1.6	-0.8	5.5	3.3	-5.8	-15.7	-16.6	-7.5	5.9
COc1ccc(N2CC(C(=O)N3CCN(Cc4ccc5c(c4)OCO5)CC3)CC2=O)cc1 (centres undefined)	-6.5	6.7	-1.3	0.4	-2.1	12.9	-1.7	-4.8	-9.2	-9.3	1.6
O=C(Nc1ccc2ccccc2c1)c1ccc(NS(=O)(=O)c2ccc(Br)s2)cc1	-3.0	-7.7	-1.0	-3.3	-0.8	-33.6	15.8	-4.7	0.4	-8.5	-1.0
Cc1ccc(Cl)cc1NC(=O)C(Cc1ccccc1)N1C(=O)C2C3CCC(C3)C2C1=O (centres undefined)	6.9	-3.2	x	-1.5	-0.4	-13.0	0.6	-9.5	34.9	5.1	-2.8
CCS(=O)(=O)N1Cc2ccccc2CC1C(=O)Nc1cccc(S(=O)(=O)N(C)C)c1 (centres undefined)	6.0	-0.9	1.1	-1.5	0.3	-8.2	-5.9	4.9	1.7	23.3	-1.6
CC(C)Cn1c(N)c(C(=O)COC(=O)c2cnc(Cl)c(Cl)c2)c(=O)n(C)c1=O	-5.7	0.5	0.2	-0.6	-4.4	-9.6	-13.6	-8.0	-1.2	-16.0	-0.1
CC1(OC(=O)C2CCCC2)C(=O)C=C2C=C(c3ccsc3)N(C3CCCCC3)C=C2C1=O (centres undefined)	1.9	-5.1	0.9	0.5	x	1.8	2.0	9.9	-3.2	5.3	12.6
CCN(C(=O)COC(=O)c1cc(OC)ccc1Br)C1CCS(=O)(=O)C1 (centres undefined)	-1.6	-4.5	1.2	0.7	-1.4	-0.2	-3.2	-6.1	-2.1	3.8	-6.5
O=c1cc(-c2ccco2)oc2ccccc12	-17.0	-1.0	-1.9	-1.1	36.9	x	-13.4	2.4	x	-12.5	-0.3
COc1ccccc1-n1c(CNC(=O)c2ccccc2)nnc1SCC(=O)Nc1nnc(C)s1	-3.1	-0.7	-0.3	-0.1	x	11.9	-6.4	1.1	-3.2	-9.9	5.7
O=C(Nc1ccc(-c2cscn2)cc1)C1CCCN(Cc2ccccc2)C1 (centres undefined)	-5.2	-3.4	-0.4	-1.6	-0.5	9.0	-8.3	2.8	5.0	3.0	-1.1
CCCCCCn1c(Br)nc2c1c(=O)n(C)c(=O)n2C	-6.1	-1.5	0.1	-1.1	-2.3	-16.9	-15.7	-0.4	1.3	-9.5	0.8
O=C1CCCN1CCCNC(=S)Nc1ccccc1Cl	0.8	x	-1.9	x	2.7	3.9	5.8	-7.3	-11.2	-8.0	-5.3
c1ccc(CC2CNc3ccccc3CN2)cc1 (centres undefined)	-12.8	-1.5	0.3	-1.1	-1.3	2.8	-3.0	-2.0	-5.7	-6.9	6.0
O=C(O)c1ccc(N2C(=O)c3cccnc3C2=O)cc1	6.6	1.8	-3.9	0.4	-3.7	-6.2	1.7	-3.3	210.5	-13.3	0.1
CC(C)N=c1scc(-c2ccco2)n1/N=C/c1ccc(O)c(O)c1	-2.8	1.8	1.4	0.0	x	8.8	-10.0	-2.4	3.8	4.9	0.4
CCOC(=O)NC(=S)c1ccc[nH]1	-16.3	-1.5	-0.6	1.4	4.1	x	0.8	13.4	-3.4	8.9	2.2
Cc1ccc(NC2CCCN(C(=O)CCC3(C)CC3)C2)cc1C (centres undefined)	-0.9	2.4	-2.4	0.0	4.2	-14.5	-8.5	1.6	-9.1	-12.6	-1.5
CCC(C)NS(=O)(=O)c1cccs1 (centres undefined)	-7.2	4.4	0.6	1.3	-2.8	12.4	0.9	0.0	-16.7	-12.9	8.3
CCOc1cc(CNS(=O)(=O)c2ccc3c(c2)CC(=O)N3C)cc(OCC)c1OCC	-2.9	-4.2	2.5	0.3	-3.7	-15.3	-8.7	25.6	191.7	-13.1	0.6
CCC(CO)Oc1cc(NCc2cccc(C)c2)c2ncn(C(C)C)c2c1 (centres undefined)	-3.4	-8.8	-1.8	0.2	x	10.0	-6.8	9.9	-1.2	-4.0	10.7
Cc1cc(NC(=O)Nc2ccc(Cl)c(Cl)c2)n(-c2ccccc2)n1	-2.8	0.6	-0.7	11.3	-0.3	-16.1	-2.9	-3.7	-2.1	-16.7	-4.1
COc1ccc(CNCC(O)(c2ccccc2)c2ccccc2)cc1	0.8	-0.6	0.7	1.6	0.8	-7.7	-3.3	-1.0	-9.6	-4.6	6.9
O=C(NC1CCC(NC(=O)C(F)(F)C(F)F)CC1)C(F)(F)C(F)F (centres undefined)	-12.8	2.3	-0.3	0.1	-3.5	13.2	-4.7	10.0	-2.1	-7.1	9.4
O=CNc1c(Br)cc2c(c1Br)Cc1cc(Br)ccc1-2	4.1	-2.9	-5.2	1.9	x	x	8.7	12.8	x	-22.9	-1.9
O=C(C1CCN(S(=O)(=O)c2cccs2)CC1)N1CCCCCC1	-0.1	-3.6	-1.6	-0.1	0.2	-26.4	3.6	-9.0	204.5	-7.6	-1.0
COc1cc(NS(=O)(=O)c2ccc(NC(=O)CN3C(=O)c4ccccc4C3=O)cc2)ncn1	-14.2	-2.4	-1.0	-1.0	3.4	-4.1	-5.4	x	-11.2	-8.9	-1.8
COc1ccc(C(=O)N2CCCCC2C(=O)Nc2ccc(-n3nc(C)cc3C)cc2)o1 (centres undefined)	-16.8	-2.1	x	0.9	3.4	-5.0	-3.6	1.1	-18.7	-17.2	0.6
Cc1cccc(C)c1NC(=O)CSCCO	-5.4	-3.9	10.8	-1.0	2.0	-5.1	6.3	1.3	-5.2	22.5	-0.8
COc1ccccc1NS(=O)(=O)c1ccc(C(=O)NCC(c2ccc(F)cc2)N2CCOCC2)cc1 (centres undefined)	-1.7	-2.6	-0.3	0.2	1.1	-13.6	-3.0	3.6	0.8	5.4	-0.2
CN1C(=O)/C(=C/c2ccc(C(F)(F)F)cc2)Sc2ccc(C(=O)N3CCN(c4ccccn4)CC3)cc21	-0.5	-1.4	-11.5	-0.9	1.0	-9.1	-12.8	-9.3	-8.7	-4.2	0.9
CC(=O)N(CCc1cccc(C)c1)Cc1cc2cc(C)ccc2[nH]c1=O	2.2	2.9	1.3	0.3	-1.6	4.4	-12.4	8.1	1.0	-0.2	0.1
CCC(CC)NC(=O)COC(=O)c1cc(Br)ccc1Cl	-10.3	-0.9	1.4	0.5	-4.2	-8.5	-0.8	-6.1	-11.3	-18.5	-4.3
CC1(c2cc(C(F)(F)F)n3nc(C(=O)O)cc3n2)CC1	-2.8	-5.8	-19.3	0.1	2.7	-6.4	-4.3	1.7	10.1	-17.9	1.9
COc1ccc(N2CC(O)=C(c3nc(-c4ccc(F)cc4)cs3)C2=N)cc1	1.1	-0.2	-0.5	0.2	-0.8	-19.1	4.4	-3.2	-14.0	-4.4	-6.8
Cc1cc(NC(=O)CCOc2ccccc2)no1	-3.8	0.0	2.3	1.8	-1.5	14.0	3.9	-9.8	-3.4	-8.6	2.1
O=C(CN1C(=O)NC2(CCCCCC2)C1=O)c1cccs1	-8.8	-1.5	-1.2	-1.8	1.4	x	-2.6	-11.1	-6.0	-4.0	0.0
COc1ccc(C(=O)NNC(=O)CCC(=O)Nc2ccc(C)cc2C)cc1	-9.0	-2.0	0.9	-2.0	-3.3	2.1	-2.9	-10.8	15.5	-19.9	3.1
C/C(=N\O)C1(C)N(O)C(C)(C)C(c2ccc(Br)cc2)=[N+]1[O-] (centres undefined)	-6.0	-1.9	0.5	-0.6	-1.4	23.0	-8.6	1.8	-17.8	-9.0	-1.1
C=CCC[C@H](Cc1ccc(F)cc1)C(=O)OC[C@@H](C)NC(=O)[C@@H](CC=C)CC(=O)N[C@@H](CO)Cc1ccccc1	-6.1	4.5	-0.2	-2.3	x	-15.2	-0.5	3.0	-6.0	-13.5	-7.1
CCCn1c2ccccc2c2nnc(SCC(=O)Nc3ncccn3)nc21	1.7	-1.6	-1.0	-0.9	x	-39.5	-15.8	-1.4	-17.7	-8.4	1.5
CCNC(=S)Nc1cc(OC)c(NC(=O)c2ccco2)cc1OC	5.2	-4.9	-2.2	1.2	-0.6	18.5	-0.2	-2.3	-13.2	-4.6	-1.5

Gathered by group: the compounds so far with two or more sulfur atoms.
SMILES	RTF Ca sens inh	Keap1-Nrf2 PPI	CDK5 p35 inh	C-LANA FP	NSD2 inh	PfHsp90 set2	dFosB activator	Rtt109 Vps75	SUMO Mot1 rescue	PvdQ inh	RTF Ca sens act
O=C(Nc1ccc2ccccc2c1)c1ccc(NS(=O)(=O)c2ccc(Br)s2)cc1	-3.0	-7.7	-1.0	-3.3	-0.8	-33.6	15.8	-4.7	0.4	-8.5	-1.0
CCS(=O)(=O)N1Cc2ccccc2CC1C(=O)Nc1cccc(S(=O)(=O)N(C)C)c1 (centres undefined)	6.0	-0.9	1.1	-1.5	0.3	-8.2	-5.9	4.9	1.7	23.3	-1.6
COc1ccccc1-n1c(CNC(=O)c2ccccc2)nnc1SCC(=O)Nc1nnc(C)s1	-3.1	-0.7	-0.3	-0.1	x	11.9	-6.4	1.1	-3.2	-9.9	5.7
CCC(C)NS(=O)(=O)c1cccs1 (centres undefined)	-7.2	4.4	0.6	1.3	-2.8	12.4	0.9	0.0	-16.7	-12.9	8.3
O=C(C1CCN(S(=O)(=O)c2cccs2)CC1)N1CCCCCC1	-0.1	-3.6	-1.6	-0.1	0.2	-26.4	3.6	-9.0	204.5	-7.6	-1.0

Screening data from PubChem BioAssay.

This is a random part of the collection. About 3.2% of those tested had a hit in this group.
